KCNQ1 act: potentiators or activators of human KCNQ1 potassium channel | P51787 | CHO-K1 KCNQ1, thallium flux FluxOR fluorescence; stronger effect = higher value | B-score at 10 µM | actives 0.35% (n = 310,000);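 active means fluorescence ratio B-score, a plate-corrected score, at least three library SD, with initial intensity B-score within 5 SD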
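Test system: CHO-K1 cells stably expressing KCNQ1 / Medium: assay buffer / Also added: depolarizing K+/Tl+ stimulus, K2SO4 and Tl2SO4 each 12.5 mM in 5x stock / Incubation: 90 min dye loading and 20 min compound exposure, both at room temperature / Signal: thallium influx via FluxOR fluorescence, kinetic imaging / Evaluation: B score of baseline-normalized fluorescence ratio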
RGS4 block: inhibitors of human RGS4; P49798; HEK293 M3R/RGS4 inducible, Fluo-4 calcium flux; stronger effect = higher value; triggered by carbachol at its EC20; B-score at 10 µM; actives 0.45% (n = 310,000);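 active means B-score, a plate-corrected calcium signal, over three deviations above library mean, with baseline fluorescence within five deviations of library mean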;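 further: RGS4 expression induced by doxycycline in cells with stable M3 receptor; B-score is computed from the integrated fluorescence ratio over baseline after carbachol; higher B-score means a larger calcium signal and so more RGS4 inhibition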
Target sequence (P49798 whole entry, looked up): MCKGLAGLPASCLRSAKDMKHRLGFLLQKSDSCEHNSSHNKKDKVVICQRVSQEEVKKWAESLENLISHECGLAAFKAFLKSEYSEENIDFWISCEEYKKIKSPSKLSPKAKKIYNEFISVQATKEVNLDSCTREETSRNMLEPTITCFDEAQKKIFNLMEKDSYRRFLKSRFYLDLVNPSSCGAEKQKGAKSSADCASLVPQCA
RGS4 act: RGS4 potentiation or activation. actives 0.92% (n = 310,000). B-score at 10 µM. HEK293 M3R/inducible RGS4, carbachol calcium flux Fluo4; stronger effect = lower value;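 active means B-score of the integrated calcium signal more than 4 SD below the library mean, with starting fluorescence not abnormally high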;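 further: negative B-score means reduced calcium response which marks RGS4 activation or potentiation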
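test system = HEK293 cells with stable M3R and inducible RGS4 | schedule = recording 10 s baseline at 1 Hz, 100 s post-agonist | technique = Fluo4-AM (2 µM) calcium-flux fluorescence, kinetic read | measure = Agonist-evoked peak-minus-minimum fluorescence over baseline, integrated ratio, B score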
KCNQ1 inh: blocks the human KCNQ1 potassium channel; B-score at 10 µM; CHO-K1 KCNQ1, FluxOR thallium flux fluorescence; stronger effect = higher value; P51787; actives 1.3% (n = 310,000);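 active means compounds whose thallium flux B-score, printed positive for inhibition, exceeds three library SD while starting fluorescence stays within three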;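 further: channel opened by potassium depolarization with thallium stimulus after 20 min compound exposure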
KCNK9 block: human KCNK9 channel inhibition. Q9NPC2. HEK293 KCNK9, FluxOR thallium flux fluorescence; stronger effect = lower value. B-score at 10 µM. actives 1.2% (n = 310,000). AID 488922;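 active means ratio B-score over 3 SD below the library mean, with starting fluorescence within 5 SD of its mean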;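 further: negative B-score means less thallium flux so channel inhibition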
Target sequence (Q9NPC2 whole entry, looked up): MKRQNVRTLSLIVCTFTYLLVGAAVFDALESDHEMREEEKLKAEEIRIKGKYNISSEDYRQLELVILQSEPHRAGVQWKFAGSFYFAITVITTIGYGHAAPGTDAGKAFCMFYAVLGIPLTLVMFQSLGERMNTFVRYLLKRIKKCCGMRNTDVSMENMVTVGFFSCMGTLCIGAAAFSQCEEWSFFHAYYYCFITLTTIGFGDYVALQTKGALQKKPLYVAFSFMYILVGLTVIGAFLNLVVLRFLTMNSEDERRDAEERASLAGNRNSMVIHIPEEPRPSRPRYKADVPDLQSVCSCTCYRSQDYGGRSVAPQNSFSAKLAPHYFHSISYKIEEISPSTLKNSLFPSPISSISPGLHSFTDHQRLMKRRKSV
SKKanGAS inh: blocks kanamycin growth of S. pyogenes SKKanGAS strain; BacTiter-Glo, 6 h; inhibition, % at 7.5 µM; actives 1.3% (n = 300,000); AID 1662;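 active means mean replicate score, as percent of positive control median, at least 50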;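 further: strain carries kanamycin resistance gene driven by streptokinase promoter and grows in 40 µg/ml kanamycin; loss of luminescence reflects streptokinase promoter inhibition or plain growth inhibition; 0% = median of DMSO wells and 100% = positive control at its reference dose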
TMEM16A inh: mouse TMEM16A channel inhibition, primary screen; Q8BHY3; HEK293 TMEM16A/YFP iodide influx fluorescence, ionomycin; normalized B-score (activity score, 25-100; higher = stronger inhibition) at 10 µM; actives 1.2% (n = 310,000); AID 588511;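 active means ratio plate-corrected score three or more library SD toward inhibition, starting fluorescence score within five deviations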;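 further: score derived from kinetic fluorescence span divided by baseline fluorescence per well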
hERG protect: shields human hERG channel from block by proarrhythmic agents. actives 0.51% (n = 310,000). activation (rescue from dofetilide block), less the hit threshold, % at 10 µM. CHO-hERG, FluxOR thallium flux, dofetilide IC70 present. Q12809;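 active means activation above the mean of controls blocked by dofetilide plus 5 SD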;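 further: thallium influx through hERG after potassium depolarization seen as dye fluorescence rise; in these data hits start at about 4.7%; inactives centre near -7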
KCNK3 block: human KCNK3 channel inhibition, primary screen | B-score at 10 µM | AID 602410 | CHO-KCNK3 thallium flux, FluxOR fluorescence; stronger effect = lower value | actives 0.84% (n = 340,000) | O14649;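 active means B-score under library mean minus 4 SD, starting fluorescence ratio at most library mean plus 5 SD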;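 further: more negative B-score means stronger inhibition of thallium flux through KCNK3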
TMEM16A act: activates or potentiates the mouse TMEM16A chloride channel. Q8BHY3. HEK293 TMEM16A/YFP-H148Q/I152L, iodide quench fluorescence; stronger effect = lower value. B-score at 10 µM. actives 0.3% (n = 340,000);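 active means fluorescence-ratio B-score plate-corrected deviation score at least 3 library SD below zero, with starting fluorescence score within 5 deviations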;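 further: channel opened by trigger with iodide after compound preincubation; score built on the fluorescence ratio of max minus min over baseline; more negative score means more quench and so TMEM16A activation or potentiation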
HDAC3 inh: human HDAC3 inhibition; O15379; recombinant HDAC3, fluorogenic peptide/trypsin coupled, fluorescence; inhibition, % at 8.3 µM; actives 0.15% (n = 320,000); AID 2718; in the data active means inhibition above about 26%, passing the limit was not always enough
Target sequence (O15379 whole entry, looked up): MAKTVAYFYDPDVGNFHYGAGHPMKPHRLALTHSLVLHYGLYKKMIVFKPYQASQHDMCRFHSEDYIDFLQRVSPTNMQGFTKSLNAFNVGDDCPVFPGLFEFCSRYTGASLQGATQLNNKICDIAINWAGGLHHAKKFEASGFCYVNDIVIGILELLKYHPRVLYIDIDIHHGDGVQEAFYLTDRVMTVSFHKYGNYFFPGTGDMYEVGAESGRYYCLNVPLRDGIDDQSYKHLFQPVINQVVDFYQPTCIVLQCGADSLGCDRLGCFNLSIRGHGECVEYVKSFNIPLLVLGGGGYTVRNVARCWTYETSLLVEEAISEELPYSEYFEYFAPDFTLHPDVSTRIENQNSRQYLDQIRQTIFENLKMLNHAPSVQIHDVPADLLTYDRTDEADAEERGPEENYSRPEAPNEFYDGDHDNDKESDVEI
The depositor's hits bear a star; i = inactive; nt = no result given.

molecule | KCNQ1 act | RGS4 block | RGS4 act | KCNQ1 inh | KCNK9 block | SKKanGAS inh | TMEM16A inh | hERG protect | KCNK3 block | TMEM16A act | HDAC3 inh
O=C(NC1CCCc2ccccc21)c1ccc(Cl)nc1 (stereo not drawn) | i | i | i | i | i | -4.4 | i | -8.9 | i | i | -8.2
O=[N+]([O-])c1cccc(NC(=S)N2CCc3ccccc32)c1 | i | i | i | i | i | nt | i | -2.4 | i | i | -0.6
CCc1n[nH]c2c1/C(=N\O)CC(c1ccccc1)C2 (stereo not drawn) | i | i | i | i | i | -3.4 | i | -7.8 | i | i | 3.9
O=C(O)CCC(=O)NCC1OCCc2ccccc21 (stereo not drawn) | i | i | i | i | i | -4.3 | i | 0.8 | i | i | 1.4
CC1CC2(CC(C)(C(=O)CSc3nc4ccccc4s3)OC2=O)C(=O)O1 (stereo not drawn) | i | i | i | i | i | 5.9 | i | -11.8 | i | i | 3.6
COc1cccc(/C=N/NC(=O)c2ccc3nc[nH]c3c2)c1 | i | i | i | i | i | 2.4 | i | -24.6 | i | i | 4.7
C/C(=N\O)c1cccc(Br)c1 | i | i | i | i | i | 0.7 | i | -0.7 | i | i | -13.8
CCc1cc2cccc(C)c2nc1SCC(=O)Nc1nonc1C | i | i | i | i | i | -2.8 | i | -0.5 | i | i | -3.1
CCC(c1nnc(SCC(=O)Nc2nnc(-c3ccccc3)o2)o1)N(C)C (stereo not drawn) | i | i | i | i | i | 0.5 | i | -11.2 | i | i | 1.9
CN(c1ccc(C(=O)NCCCn2ccnc2)cc1)S(C)(=O)=O | i | i | i | i | i | -6.7 | i | -1.5 | i | i | 5.0
CCCOC(=O)N[C@@H]1C(=O)N2C(C(=O)OCCC)=C(C)CS[C@H]12 | i | i | i | i | i | 2.4 | i | -7.7 | i | i | 2.9
CO/N=C/C(C(C)=O)C(=O)Nc1ccc(Cl)cc1Cl (stereo not drawn) | i | i | i | i | i | 5.3 | i | -3.4 | i | i | -2.0
CC1CCc2sc(C(=O)Nc3ccc(N4CCOCC4)cc3)cc2C1 (stereo not drawn) | i | i | i | i | i | -0.1 | i | -12.9 | i | i | 1.5
CC(C)c1ccc(NC(=O)CSc2n[nH]c(=O)n2-c2cccnc2)cc1 | i | i | i | i | i | -3.2 | i | -3.5 | i | i | 0.9
Cc1cccc(C)c1NC(=O)CN1C(=O)COc2ccccc21 | i | i | i | i | i | -3.3 | i | -6.0 | i | i | -2.3
COc1ccccc1/C=N/Nc1nccnc1Cl | i | i | i | i | i | 6.6 | i | -6.5 | i | i | 5.5
Fc1ccc(N2CCN(Cc3cnc(Oc4ccc(Br)cc4)s3)CC2)cc1 | i | i | i | i | i | 10.1 | i | -3.7 | i | i | -1.4
Cc1ccc(N(Cc2cc3ccc(C)cc3[nH]c2=O)S(=O)(=O)c2ccccc2)cc1 | i | i | i | i | i | 7.4 | i | -6.0 | i | i | 4.6
COc1ccccc1CNC(=O)C(=O)c1cn(CC(=O)N2CCCC2)c2ccccc12 | i | i | i | i | i | -9.2 | i | -4.0 | i | i | 1.8
Cc1cc(C)c(S(=O)(=O)N(C)CC(N)=O)c(C)c1 | i | i | i | i | i | 4.2 | i | -5.2 | i | i | -8.7
CCCCC(=O)Nc1nc2c(OC)cc([N+](=O)[O-])cc2s1 | i | i | i | i | i | -7.2 | i | -2.9 | i | i | 6.3
CS(=O)(=O)N(CC(=O)O)c1cccc(Cl)c1 | i | i | i | i | i | -0.6 | i | 1.5 | i | i | -4.2
Clc1cccc(Oc2ncc(CN3CCOCC3)s2)c1 | i | i | i | i | i | -2.7 | i | -9.5 | i | i | -11.2
O=C(Nc1ccc([N+](=O)[O-])cc1)Nc1ccc(Cl)cc1F | i | i | i | 14* | i | 58.4* | i | -16.1 | i | i | 2.4
Fc1ccc(C2=Nn3c(nnc3-c3n[nH]c4c3CCC4)SC2)cc1 | i | i | i | i | i | -3.7 | i | -7.6 | i | i | -1.0
Nc1nonc1-n1nnc(C(=O)N/N=C/c2ccc(Br)cc2)c1-c1ccc2c(c1)OCO2 | i | i | i | i | i | 0.9 | i | -2.9 | i | i | 1.0
CCCCc1c(C)nn(-c2nnc3c4ccccc4n(CC)c3n2)c1C | i | i | i | i | i | 76.0* | i | -17.9 | i | i | -6.9
Cc1ccc(S(=O)(=O)N(CC(=O)N2CCOCC2)C2CCCCC2)cc1 | i | i | i | i | i | 2.2 | i | -10.1 | i | i | 2.2
Cc1ccc([N+](=O)[O-])cc1-c1[nH]c(-c2ccc(O)c(O)c2)nc1-c1ccccc1 | i | i | i | i | -9.01* | 21.0 | i | -29.1 | -9.8* | i | 1.3
CC(=O)c1ccc(S(=O)(=O)N2CCN(C(C)=O)CC2)cc1 | i | i | i | i | i | -0.7 | i | -3.0 | i | i | -4.7
O=[N+]([O-])c1cccc(-c2ncc3ccccn23)c1 | i | i | i | i | i | -1.1 | i | -9.0 | i | i | -4.4
CC(=O)c1cc(C#N)c(Oc2ccc(F)cc2)nc1C | i | i | i | i | i | -2.9 | i | -5.1 | i | i | 2.3
O=C(C1CCN(Cc2nc(-c3ccc(Cl)cc3)no2)CC1)N1CCOCC1 | i | i | i | i | i | -20.2 | i | -10.5 | i | i | nt
C=CCSc1nc2sc3c(c2c(=O)n1-c1ccccc1)CCN(C)C3 | i | i | i | i | i | 11.0 | i | -13.1 | i | i | 4.3
Cn1c(=O)c(Oc2ccc(Cl)cc2)c(O)c2ccccc21 | i | i | i | i | i | 3.0 | i | -7.0 | i | i | -1.3
CCCCCN(C(=O)CCC(=O)OCC(=O)N(C)c1ccccc1)c1c(N)n(CCCC)c(=O)[nH]c1=O | i | i | i | i | i | -1.0 | i | -13.4 | i | i | -2.5
Cc1ccc(Nc2cc(-n3cccn3)ncn2)c(C)c1 | i | i | i | i | i | -10.1 | i | -6.3 | i | i | 7.2
CCCCNC(=O)NCc1cnn(C)c1C | i | i | i | i | i | -8.1 | i | -8.6 | i | i | -0.2
CCCCC1CC(/C(C)=N/NC(N)=O)OC1=O (stereo not drawn) | i | i | i | i | i | -0.8 | i | -5.6 | i | i | -6.9
COc1ccc(O)c(C(=O)/C=C/c2cc3ccccc3o2)c1 | i | i | i | i | i | 0.8 | i | -3.5 | i | i | -11.3
CC(C)C(NS(=O)(=O)c1ccc2c3c(cccc13)C(=O)N2)C(=O)O (stereo not drawn) | i | i | i | i | i | -0.9 | i | -5.5 | i | i | -7.0
CCCCc1cc(=O)oc2cc(C)cc(OCC(=O)NCc3cccnc3)c12 | i | i | i | i | i | 11.6 | i | -14.9 | i | i | -18.1
OC1CSc2nc3ccccc3n2C1 (stereo not drawn) | i | i | i | i | i | -1.3 | i | -4.0 | i | i | -2.9
CC(=O)Nc1cccc(C(=O)/C=C/c2ccc(N(C)C)cc2)c1 | i | i | i | i | i | -3.9 | i | -22.7 | i | i | 2.0
O=C(Cn1cnc2c(nnn2Cc2ccccc2)c1=O)NCc1ccccc1Cl | i | i | i | i | i | -16.7 | i | -6.7 | i | i | 6.9
COc1ccc(C(=O)OC(COc2ccccc2)Cn2ccnc2)cc1 (stereo not drawn) | i | i | i | i | i | -8.4 | i | -6.9 | i | i | 10.1
CCOC(=O)C1C(=O)NCC1c1ccccc1 (stereo not drawn) | i | i | i | i | i | -0.1 | i | -6.5 | i | i | 2.5
CC(=O)Nc1cc(C(=O)NCc2ccco2)ccc1Sc1ccc(F)cc1 | i | i | i | i | i | -6.6 | i | -10.4 | i | i | 1.5
CC1CCC2(CC1)NC(=O)N(CC(=O)Nc1ccc3c(c1)CCC3)C2=O (stereo not drawn) | i | i | i | i | i | -7.5 | i | -1.3 | i | i | 1.0
Cc1ccc(NC(=O)C2CCCN(C(=O)NCc3ccccc3)C2)c(C)c1 (stereo not drawn) | i | i | i | i | i | 5.9 | i | -3.5 | i | i | 0.1
Cc1cc(=O)c2cccc(Br)c2[nH]1 | i | i | i | i | i | 1.2 | i | -6.4 | i | i | -1.2
COc1ccccc1Cn1c(=S)[nH]c2cc(C(=O)NC(C)C)ccc2c1=O | i | i | i | i | i | 9.5 | i | -1.5 | i | i | -9.8
COC(=O)C1=C(C)N(CCc2cc(OC)c(OC)c(OC)c2)C(=O)N[C@H]1c1ccc(Br)cc1 | i | i | i | i | i | 3.4 | i | -13.4 | nt | nt | 7.1
O=C(Nc1ccc(Br)cc1)c1cc2ccccn2n1 | i | i | i | i | i | -5.0 | i | -11.9 | i | i | 1.8
COc1ccc(NC(=S)N2CCN(c3ccccn3)CC2)cc1OC | i | i | i | i | i | -3.7 | i | -8.5 | i | i | 0.2
COc1ccc(S(=O)(=O)NC2CCCCCC2)c(OC)c1 | i | i | i | i | i | 2.0 | i | 0.1 | i | i | 7.6
O=C(OCc1ccccc1Cl)c1cccnc1Cl | i | i | i | i | i | 4.9 | i | -9.7 | i | i | 9.9
O=C(NCCCN1CCOCC1)c1ccc(Cl)cc1[N+](=O)[O-] | i | i | i | i | i | 21.9 | i | -14.3 | i | i | -3.1
COc1ccc(NS(=O)(=O)c2cccc(NC(=O)COc3ccc(OC)cc3)c2)cc1 | i | i | i | i | i | 4.1 | i | -17.0 | i | i | -5.6
Cc1snc(SCc2ccc(Cl)cc2)c1C#N | i | i | i | i | i | 15.1 | i | -7.4 | i | i | -6.1

Next records.
molecule | KCNQ1 act | RGS4 block | RGS4 act | KCNQ1 inh | KCNK9 block | SKKanGAS inh | TMEM16A inh | hERG protect | KCNK3 block | TMEM16A act | HDAC3 inh
CCOC(=O)c1cn(Cc2cccc(C)c2)nn1 | i | i | i | i | i | -4.5 | i | -4.6 | i | i | -2.0
CC(=O)Nc1ccc(Oc2ccc([N+](=O)[O-])cc2Cl)cc1 | i | i | i | i | i | -5.6 | i | -3.3 | i | i | 6.4
O=C(Nc1ccc(Cl)c(Cl)c1)N1CCOCC1 | i | i | i | i | i | -5.0 | i | -7.2 | i | i | 7.8
COC(=O)c1ccc(C(=O)OC)c(NC(=O)CSCc2ccc(Br)cc2)c1 | i | i | i | i | i | 4.9 | i | -0.8 | i | i | -0.4
O=C1NC(=O)/C(=C\c2ccc(Oc3ccc([N+](=O)[O-])cn3)cc2)S1 | i | i | i | i | i | 16.9 | i | -5.0 | i | i | -1.0

Source: PubChem

Outcome played no part in choosing rows. About 6.3% of those tested had a hit in this group.
